Source: PubChem BioAssay (several laboratories)
PKA-R1A activ: PKA-R1A complex activation. P00514+P68181. PKA-R1A dissociation, Cy5-IP20 fluorescence polarization; scaled: DMSO 0%, 113 µM cGMP 100%. activation, % at 11.4 µM. hit rate 0.083% among 340,000. AID 504707;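 active = percent activation above the mean of all tested compounds plus 3 SD, cut at about 19% in these data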;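 note: higher means more PKAc released from R1A so a rise in polarization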
CDK5 inh: inhibitors of human CDK5/p35 kinase. Q00535+Q15078. Recombinant CDK5/p35, ADP-Glo luminescence, 60 min. inhibition, % at 10 µM. hit rate 0.01% among 330,000. AID 488839;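 active = highest replicate inhibition of at least 50% and at least 75% of replicates reaching 50%; inconclusive = only one of the two criteria met; inactive = both criteria failed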;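 note: plate controls were DMSO neutral control for no effect and GW8510 at 10 µM for full effect; many of its hits are not listed in these tables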
SR-BI DiI inh: blocks mouse SR-BI lipid uptake from DiI-HDL; Q61009; inhibition, % at 12.5 µM; ldlA[mSR-BI] CHO cells, DiI-HDL uptake fluorescence, 3 h; hit rate 0.96% among 320,000; AID 488896;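 active = mean replicate inhibition of at least 70% and a set share of replicates each scoring 70 or more; inconclusive = meets just one of the two criteria; inactive = fails both criteria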;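 note: 0% = median of neutral control wells and 100% = median of positive control wells; values of inactives mirror those of a sister screen read the other way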
NSD2 inh: inhibitors of human histone methyltransferase NSD2; hit rate 0.54% among 310,000; NSD2 peptide methylation, AlphaScreen, 120 min; inhibition, % at 12.5 µM; AID 743445; O96028; in the data active = inhibition above about 50%
Target sequence (O96028 whole entry, looked up): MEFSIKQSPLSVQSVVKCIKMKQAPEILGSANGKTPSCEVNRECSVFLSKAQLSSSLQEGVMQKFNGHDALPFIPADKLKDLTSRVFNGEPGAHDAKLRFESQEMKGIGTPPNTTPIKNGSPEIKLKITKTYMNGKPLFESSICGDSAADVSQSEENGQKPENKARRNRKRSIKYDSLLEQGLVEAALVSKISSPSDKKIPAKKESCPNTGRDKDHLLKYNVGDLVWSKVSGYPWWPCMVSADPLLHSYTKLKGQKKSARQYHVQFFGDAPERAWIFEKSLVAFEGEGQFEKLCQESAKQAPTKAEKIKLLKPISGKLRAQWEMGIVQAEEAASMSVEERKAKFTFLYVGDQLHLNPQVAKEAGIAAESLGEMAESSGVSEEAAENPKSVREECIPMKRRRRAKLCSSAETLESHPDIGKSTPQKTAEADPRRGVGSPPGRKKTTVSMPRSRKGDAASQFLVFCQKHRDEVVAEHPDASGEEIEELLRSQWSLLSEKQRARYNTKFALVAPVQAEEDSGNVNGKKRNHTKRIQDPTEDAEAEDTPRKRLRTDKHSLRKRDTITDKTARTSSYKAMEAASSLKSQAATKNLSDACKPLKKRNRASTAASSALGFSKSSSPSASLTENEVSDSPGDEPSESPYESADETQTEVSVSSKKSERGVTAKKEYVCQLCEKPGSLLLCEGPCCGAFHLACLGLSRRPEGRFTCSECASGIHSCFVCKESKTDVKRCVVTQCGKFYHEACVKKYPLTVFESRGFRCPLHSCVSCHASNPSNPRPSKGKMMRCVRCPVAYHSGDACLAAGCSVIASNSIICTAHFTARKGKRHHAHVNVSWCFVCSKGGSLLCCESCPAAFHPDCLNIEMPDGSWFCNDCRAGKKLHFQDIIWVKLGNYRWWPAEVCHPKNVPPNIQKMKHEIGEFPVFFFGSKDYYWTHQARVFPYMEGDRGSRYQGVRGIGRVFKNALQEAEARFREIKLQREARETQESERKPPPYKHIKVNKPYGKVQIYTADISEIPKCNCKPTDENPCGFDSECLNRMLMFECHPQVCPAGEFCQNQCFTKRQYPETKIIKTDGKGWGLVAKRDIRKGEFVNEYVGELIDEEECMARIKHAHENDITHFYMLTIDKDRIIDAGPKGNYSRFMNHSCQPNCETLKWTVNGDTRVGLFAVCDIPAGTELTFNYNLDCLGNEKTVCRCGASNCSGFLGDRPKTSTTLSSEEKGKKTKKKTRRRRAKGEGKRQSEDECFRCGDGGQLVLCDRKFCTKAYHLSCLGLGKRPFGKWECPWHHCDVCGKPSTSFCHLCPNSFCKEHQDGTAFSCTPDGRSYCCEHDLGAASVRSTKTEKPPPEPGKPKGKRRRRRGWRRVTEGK
SR-BI uptake up: SR-BI HDL lipid transfer activation; CHO ldlA[mSR-BI] cells, DiI-HDL uptake fluorescence, 3 h; 100 = double the neutral-control signal; activation, % at 12.5 µM; hit rate 0.096% among 320,000;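 active = mean replicate activation of at least 60% and every replicate at or above 60%; inconclusive = mean or all-replicate condition met, but not both; inactive = mean below 60% and not all replicates reaching 60%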;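 note: 0% = median plate neutral-control signal and 100% = twice that signal; values of inactives mirror those of a sister screen read the other way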
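system = CHO ldlA[mSR-BI] cells, LDL receptor-null, SR-BI overexpressing | medium = Ham's F12 with 0.5% BSA, HEPES 25 mM, pH 7.4 | probe or stimulus = DiI-HDL 10 µg/mL | compound dosing = single-point compound dose | incubation = compound exposure 3 h, 37 °C | technique = DiI fluorescence, bottom read | read-out = cell-associated DiI fluorescence as measure of HDL uptake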
Mot1-301 SUMO: SUMOylation pathway inhibition by Mot1-301 growth rescue; S. cerevisiae Mot1-301 growth rescue, ATP luminescence, 38.5C; percent above DMSO median, 100 means doubled; growth rescue, % at 18.8 µM; hit rate 1% among 320,000;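 active = every valid replicate shows activation above 250% relative to neutral control wells; inactive = the rest, any valid replicate at or below 250%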;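 note: OY570 slx delta 5 strain wells were the positive control but not used for scaling; some compounds called inactive have numbers as strong as hits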
dFosB activator: activators of mouse delta FosB homodimer | P13346 | purified delta FosB, TAMRA-CDK5 oligo fluorescence polarization; percent of positive-control signal above neutral wells | activation, % at 25 µM | hit rate 0.99% among 340,000 | AID 493131;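 active = mean activation above about 17%, with every replicate also reaching it, limit read from the data, passing the limit was not always enough; inconclusive = only one of the two conditions met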;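 note: fluorescence polarization rise as delta FosB binds a TAMRA Cdk5 AP-1 oligo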
MITF TRPM1 HTS: MITF TRPM1 promoter activation in melanoma cells. SK-MEL-5 TRPM1-promoter luciferase, 24 h; % of positive control, neutral wells = 0. activation, % at 12.5 µM. hit rate 0.75% among 300,000. AID 588334;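 active = mean activation of at least 80% with every replicate also reaching 80%; inconclusive = mean reaches 80% but some replicate falls short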;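 note: 0% = neutral control wells and 100% = parthenolide positive control wells; values of inactives mirror those of a sister screen read the other way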
PKA-R2B activ: PKA-R2B complex activation; P22694+P31323; PKA-R2B holoenzyme dissociation, Cy5-IP20 fluorescence polarization; R2B truncated from residue 108, S112A mutant; 0% DMSO only, 100% 113 µM cGMP; activation, % at 11.4 µM; hit rate 0.079% among 340,000; AID 504700;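 active = activation above a cutoff set at the mean over all compounds plus 3 SD, cut at about 18% in these data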;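 note: higher means more holoenzyme dissociation and a rise in polarization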
Arr AP2 block: human beta-arrestin and AP2 interaction inhibition. FITC-arrestin peptide / GST-AP2 beads, flow cytometry; AP2 beta2 appendage carries R879A mutation. inhibition, % at 10 µM. hit rate 0.31% among 340,000;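 active = inhibition above a set limit, near 3 SD of compounds lacking own fluorescence, cut at about 54% in these data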;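 note: plate controls were DMSO wells for no effect and 5 µM unlabelled arrestin peptide for full effect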
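System: GST-AP2 R879A glutathione beads | Also added: FITC-arrestin peptide, 50 nM | Times: 12 min plus 1 h, RT | Signal: Bead flow cytometry, FITC channel | Buffer or medium: PBS with 0.05% Tween 20 and 0.1% BSA | Read-out basis: Percent drop in bead-associated FITC signal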
Pemphigus Ab inh: human desmoglein-3 autoantibody binding inhibition | P32926 | DSG3-coupled beads, scFv-anti-DSG3-GFP binding, flow cytometry; hits give low values | binding (percent of control), % at 10 µM | hit rate 0.48% among 310,000 | AID 588358;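 active = binding more than 3 SD below its plate's average and above zero; inconclusive = below that plate limit but binding exactly zero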;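 note: hits lower antibody fragment binding to DSG3; some compounds called inactive have numbers as strong as hits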
Starred values were filed as active, the others as inactive; ? = inconclusive; nt = no result given.

SMILES	PKA-R1A activ	CDK5 inh	SR-BI DiI inh	NSD2 inh	SR-BI uptake up	Mot1-301 SUMO	dFosB activator	MITF TRPM1 HTS	PKA-R2B activ	Arr AP2 block	Pemphigus Ab inh
Cc1onc(-c2c(Cl)cccc2Cl)c1C(=O)NC1CCCCC1	-3	-0.5	nt	-8	nt	301	-2	-8	-2	5	nt
CCOc1ccc(/C(O)=C2/C(=O)C(=O)N(CCCN3CCOCC3)C2c2ccc(C)cc2)cc1C (configuration not stated)	-12	-0.5	-24	6	24	20	-1	4	-8	4	116
CCOC(=O)CNNC(=O)Nc1ccc(Cl)c(Cl)c1	-4	-1.2	-8	-4	8	5	4	14	-5	3	96
Cc1ccccc1-c1nc(CN2CCC(C(=O)NCc3cccnc3)CC2)c(C)o1	7	-1.1	-39	nt	39	-19	-8	nt	-5	11	105
Fc1ccc(-c2nc(-c3cnccn3)no2)c(Cl)c1	1	1.7	9	-1	-9	-14	5	nt	3	6	101
O=c1c([N+](=O)[O-])c(NC2CCCCC2)c2ccccc2n1-c1ccccc1	-1	-0.6	27	0	-27	10	5	-6	-1	4	103
CCOc1ccccc1OCC(=O)Nc1cc2c(cc1C(=O)O)OCCCO2	7	0.0	-15	-1	15	8	-3	-1	-10	22	101
Cc1ccc(Sc2ncnc3onc(C)c23)cc1	-18	2.6	-36	0	36	-20	-1	-7	1	1	110
CCN(CC)S(=O)(=O)c1cccc(C(=O)N[C@H](C(=O)OCC(=O)NC(=O)NC)C(C)C)c1	-3	-3.6	nt	1	nt	-4	-2	9	-9	1	103
COc1ccc(S(=O)(=O)N2CCN(C(=O)c3cnc(C)cn3)CC2)cc1	0	-0.3	-31	1	31	-1	3	12	0	3	105
CCCC(C(=O)Nc1ccc(S(=O)(=O)N2CCOCC2)cc1)c1ccccc1 (configuration not stated)	-3	-1.2	-19	-1	19	28	-21	3	-8	-6	82
COc1ccc(-c2nc3ccccc3c(=O)n2CCN2CCOCC2)cc1	0	1.9	-7	-4	7	189	-8	6	-2	0	98
Cc1cc(C(F)(F)F)nn1CC(=O)NCC1CCCO1 (configuration not stated)	0	0.1	-8	-5	8	-16	1	4	0	-3	104
COCCn1c(C)cc(O)c(C(=O)Nc2cccc(Cl)c2)c1=O	-12	1.2	-7	-6	nt	2	-13	2	-14	9	95
CCOC(=O)C1=NOC(Cn2cc(C(C)=O)c(=O)[nH]c2=O)C1 (configuration not stated)	-5	-5.6	-21	-1	21	-11	-2	0	-6	4	106
CCOc1ccc(-c2cnc3n2CCC3)cc1	-1	-0.8	8	5	-8	-3	-6	-3	3	-9	101
O=C(O)c1cc(S(=O)(=O)Nc2ccccc2C(=O)O)ccc1O	-13	-1.5	-26	2	26	-1	-3	nt	-5	26	nt
O=C(Nc1ccn(Cc2ccccc2F)n1)c1ccc(COc2cccc(Br)c2)cc1	8	0.8	24	-3	-24	-11	-4	7	-12	0	104
CCN(CC)C(=O)CSc1nnc(-c2cccnc2)n1Cc1ccccc1	-11	-0.8	-28	-38	28	-2	-6	-13	-5	7	nt
Clc1ccc(CSc2ccc(-c3ccco3)nn2)cc1	-1	-0.1	-21	-3	21	-28	1	65	11	-2	108
O=C1CCC(CCC(=O)N2CCCC(C(=O)c3ccc4c5c(cccc35)CC4)C2)=NN1 (configuration not stated)	-9	2.1	14	-2	-14	-6	-8	-7	-10	10	106
O=C(COC(=O)c1ccccc1F)NC1CCCC1	-3	0.6	-6	-3	6	-15	-9	-8	2	-12	99
CCN1C(=O)N[C@@H](c2ccco2)C(C(C)=O)=C1C	6	-6.4	4	nt	-4	194	3	14	-9	5	105
Cc1c(C(=O)NCc2ccccc2)oc2c1C(=O)CCC2	8	0.8	44	0	-44	12	2	6	4	21	98
CCn1c(=O)cc(SCC(=O)Nc2ccc(Cl)cc2)c2ccccc21	-4	-0.7	22	nt	-22	-5	1	2	-2	1	106
CC1(C)OC(=O)C(=CNC(Cc2c[nH]c3ccccc23)C(=O)O)C(=O)O1 (configuration not stated)	-5	0.5	-6	-3	6	28	-2	0	-3	-4	101
O=C(NCc1cccs1)Nc1cccc(Cl)c1	10	-1.1	11	0	-11	-9	-5	42	2	4	9.4*
CN(C)CC(C)(C)CNC(=S)NCc1ccc2c(c1)OCO2	5	0.1	-13	0	13	-16	7	0	-3	-2	nt
O=C(Nc1cc(S(=O)(=O)N2CCOCC2)ccc1N1CCCCC1)c1ccc(Cl)cc1	-12	-1.9	-1	-1	1	-28	-19	-1	-7	-17	95
C#CCOCCOCCOCCNc1nc(N2CCN(C(=O)[C@H](CCCN=C(N)N)n3cc(C(N)[C@@H](C)CC)nn3)CC2)nc(N2CCN(C(=O)[C@H](CC(N)=O)n3cc([C@@H](N)CC(N)=O)nn3)CC2)n1 (some centres not stated)	0	-0.2	-10	nt	10	-1	16	9	-8	18	106
CCn1c(COc2ccc3c(c2)OCO3)nnc1SCC(=O)c1ccc(Cl)cc1	-8	0.3	23	0	-23	333	?	-9	5	2	64
COc1cc(C2C3=C(CC(C)(C)CC3=O)Nc3ccccc3N2C(C)=O)cc(OC)c1OC (configuration not stated)	2	0.7	-13	41	13	222	-6	0	6	8	115
O=C(c1cccc(S(=O)(=O)N2CCOCC2)c1)N1CCN(S(=O)(=O)c2cccs2)CC1	-9	-3.3	-12	-3	12	-5	-7	-7	-1	-15	105
COc1ccc(C(=O)Nn2c(SCc3cccc([N+](=O)[O-])c3)nc3ccccc3c2=O)cc1	1	-1.2	5	1	-5	1	-6	-5	-2	22	109
COCCN=C1Sc2nc3cc(C)c(C)cc3cc2CN1Cc1cccs1	-16	1.0	28	-8	-28	8	-10	26	-9	35	87
Cc1ccc(S(=O)(=O)NC(=O)Nc2ccc(N(C)C)cc2)cc1	-120	0.1	24	17	-24	-6	10	0	-108	54	106
CCOC(=O)CN(c1ccccc1)S(=O)(=O)c1ccc(F)cc1	-7	-0.7	6	-4	-6	1	-4	-1	-2	0	97
COc1ccc(Cl)cc1N(CC(=O)N1CCC(C)CC1)S(C)(=O)=O	-4	-0.1	-8	2	8	-3	-1	-3	6	15	81*
CCN(CC)CCn1c(NCc2ccco2)nc2ccccc21	13	-1.4	-47	13	47	-10	1	2	-13	-5	125
CCOC(=O)C1CCN(C(=O)c2ccc(S(=O)(=O)Nc3ccccc3Cl)cc2)CC1	-15	0.5	-3	0	3	nt	-15	0	1	6	96
O=C(Cn1cnc2sc(-c3ccccc3)cc2c1=O)NCc1ccccc1	-13	0.5	-29	1	29	nt	32*	7	1	-4	108
COc1ccc(CN2CC(C(=O)NCc3ccc4c(c3)OCO4)CC2=O)cc1 (configuration not stated)	-2	-2.3	-20	-2	20	-10	-3	-3	-3	8	101
CCc1cc(=O)oc2c(C)c(OCC(=O)NCC3CCC(C(=O)O)CC3)ccc12 (configuration not stated)	-9	-0.5	13	nt	-13	3	-3	-12	-3	9	104
OCCOCCN1CCN(C(=S)Nc2ccccc2)CC1	-4	0.8	6	-1	-6	-4	1	-2	8	-2	105
Cn1c(=O)c(=O)n(C)c2cc(S(=O)(=O)NCCOc3ccccc3)ccc21	nt	1.0	-11	-2	11	2	-5	9	nt	7	105
COc1ccccc1C1CC(=O)Oc2cc(O)ccc21 (configuration not stated)	-2	-2.7	-1	nt	1	nt	-6	-2	-7	-1	104
O=C(CSc1nc2[nH]c(=O)cc(O)c2s1)Nc1cc(Cl)cc(Cl)c1	-2	-4.0	nt	-8	nt	6	-14	-10	4	22	98
COc1ccc(C(=O)N2CCN(C(=O)c3cc(OC)c(OC)c(OC)c3)CC2)cc1	0	-0.2	nt	0	nt	-18	2	16	6	5	nt
COc1ccc(OCC(=O)N2CCc3ccccc3C2)cc1	-8	2.3	9	3	-9	7	-4	-8	-5	11	100
COc1ccc(C(=O)Nn2cnc3scc(-c4cccs4)c3c2=O)c(O)c1	2	-1.1	-57	1	57	5	-6	nt	-2	23	98
O=C(Nc1ccccc1)c1ccc(CN2CCC(Cc3ccccc3)CC2)cc1	-19	0.5	-4	-1	4	-9	-3	-2	-4	-6	93
O=C(CN(c1ccc(F)cc1)S(=O)(=O)c1ccc2c(c1)OCCO2)Nc1ccccc1	1	-1.5	-20	-1	20	nt	-5	nt	-9	32	100
CC(NC(=O)COC(=O)c1ccccc1F)C1CC2CCC1C2 (configuration not stated)	-12	-3.7	-22	-4	22	0	7	-3	8	-3	nt
CCCCc1nnc2c(N(C)S(=O)(=O)c3ccc(C)cc3)nc3ccccc3n12	-8	0.2	34	1	-34	-17	2	-14	-9	6	97
Cc1ccccc1OCC(=O)OCC(=O)Nc1ccc2c(c1)OCCO2	-11	-0.3	-16	-3	16	nt	0	-4	-3	12	108
COc1ccc([C@@H]2OC2(C(N)=O)C(N)=O)cc1	-14	3.0	nt	-2	nt	-8	-6	-5	-5	13	100
Nc1cc(=O)[nH]c(SCC(=O)Nc2cccc([N+](=O)[O-])c2)n1	-1	-1.7	nt	-2	nt	10	3	13	4	-7	98
CCOc1cc2[nH]c(=S)n(CCCOC)c(=O)c2cc1OCC	8	-0.4	27	-3	-27	-5	3	-8	-4	26	94
FC(F)Oc1ccc(NC(=S)NNc2ccnc3cc(Cl)ccc23)cc1	7	-0.3	95*	-5	-95	25	2	-69	-1	43	109
c1ccc2c(CCN3CCNC[C@H]3Cc3cccc4ccccc34)cccc2c1	-7	-0.1	-6	nt	6	65	12	nt	-5	3	111
COc1ccccc1NC(=O)c1ccccc1NC(=O)c1ccccn1	-10	2.1	38	0	-38	nt	?	-1	-14	29	96
CCOc1ccc(-c2cc(C(=O)N/N=C(\C)c3cccnc3)c3ccccc3n2)c(OCC)c1	0	0.0	57	-2	-57	0	-9	-13	-3	6	96
O=C1CC(c2ccccc2)CN1C(=O)c1cccc([N+](=O)[O-])c1 (configuration not stated)	10	-0.4	-5	-1	5	-6	-2	-11	4	39	102
